HIV fusion peptide: inhibitors of HIV fusion peptide binding, primary screen, biochemical, uHTS, fluorescence dequenching (AID 1986). hit rate 0.3% among 290,000. cell-free peptide binding, fluorescence dequenching, 30 min; higher % means a stronger effect. inhibition, % at 20 µM, or IC50 in µM where a hit was titrated; in the data active = inhibition mostly above about 52%, no sharp cut-off; inactive = mostly below about 76%; also: some results filed as inactive read as strong as hits
KOR beta-arrestin-1: KOR agonists, beta-arrestin recruitment, primary screen, cell-based, luminescence, uHTS (AID 1777); KOR beta-arrestin recruitment, luminescence; higher % means a stronger effect; activation, % at 10 µM, or EC50 in µM where a hit was titrated; hit rate 0.02% among 280,000; in the data active = activation above about 50%, passing the limit was not always enough; also: a part of the inactive calls stands beside numbers as strong as those of hits
GPR55 activation: GPR55 agonists via beta-arrestin recruitment, primary screen, imaging, U2OS cells, beta-arrestin-GFP redistribution (AID 1961) | hit rate 0.048% among 290,000 | one-dose activation, % at 10 µM; EC50 in µM for titrated hits | U2OS GPR55 beta-arrestin-GFP redistribution imaging; higher % means a stronger effect;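 active = activation above 40% with more than 50 cells counted in the well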;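 also: U2OS osteosarcoma cells stably expressing GPR55 and beta-arrestin-GFP; plate controls were DMSO negative control for no effect and LPI positive control for full effect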
NOD1 NF-kB reporter: inhibition of NOD1-driven NF-kB reporter – cell-based, luminescence, uHTS, primary screen (AID 1578) | inhibition, % at 4 µM, or EC50 in µM where a hit was titrated | hit rate 1% among 290,000 | NOD1-driven NF-kB luciferase reporter cells, luminescence; higher % means a stronger effect; in the data active = inhibition mostly above about 36%, no sharp cut-off; inactive = mostly below about 34%;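 also: HEK-293T reporter cells stimulated with the NOD1 agonist gamma-tri-DAP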
SV40 large T antigen: TAg ATPase/helicase activity blockers – biochemical (AID 1903) | SV40 large T antigen ATPase/helicase inhibition assay; higher % means a stronger effect | hit rate 0.39% among 310,000 | one-dose inhibition, % at 20 µM; IC50 in µM for titrated hits; in the data active = a potency from the dose series; also: strong numbers were not always called active
KOR beta-arrestin-2: kappa opioid receptor blockers – cell-based, luminescence, uHTS (AID 1778) | KOR beta-arrestin recruitment, luminescence, antagonist mode; higher % means a stronger effect | hit rate 0.091% among 290,000 | one-dose inhibition, % at 10 µM; IC50 in µM for titrated hits; also: strong numbers were not always called active
NOD2 inhibition: NOD2 signaling inhibitors, cell-based, luminescence, uHTS, HEK293 (AID 1566); hit rate 0.63% among 290,000; HEK293 NOD2/NF-kB luciferase reporter, luminescence; higher % means a stronger effect; inhibition, % at 4 µM, or EC50 in µM where a hit was titrated; also: many of its hits are not listed in these tables
GPR55 antagonists: inhibition of LPI-stimulated GPR55 beta-arrestin translocation – imaging, U2OS, beta-arrestin-GFP, LPI agonist, primary screen (AID 2013) | U2OS GPR55 beta-arrestin-GFP translocation imaging, LPI antagonism; higher % means a stronger effect | inhibition, % at 10 µM; hits with a dose series show IC50 in µM | hit rate 0.13% among 290,000;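 active = spots per cell inhibited over 60%, with over 100 cells counted and total cytoplasm intensity under 500,000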;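 also: U2OS cells stably carrying GPR55 and arrestin-GFP stimulated by 5 µM LPI near EC80; imaged beta-arrestin-GFP aggregate spots per cell after agonist stimulation; plate controls were LPI-stimulated DMSO wells for no effect and DMSO wells without LPI for full effect; some results filed as inactive read as strong as hits; confirmed hits need IC50 under 10 µM and bright autofluorescent wells are also inconclusive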
Rac1 GTP hydrolysis: MgcRacGAP GTPase-activating activity inhibitors, confirmation, biochemical, ADP Hunter fluorescence. inhibition, % at 30 µM, or IC50 in µM where a hit was titrated. MgcRacGAP-stimulated Rac1 GTP hydrolysis, ADP Hunter fluorescence; higher % means a stronger effect; GST-tagged Rac1 F28L mutant substrate. hit rate 0.6% among 340,000;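 active = first-screen hits whose inhibition reached a set limit at any dose in the follow-up dose series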;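 also: fluorescence reports GDP produced by GAP-driven GTP hydrolysis; strong numbers were not always called active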
* = called active by the depositor; [ ] = dose if it differs, or a comment. Rule as the data show it, unless noted: active = inhibition above about 50%; inactive = the rest. The list is partial, so the mix of outcomes need not match the whole.

What do the screens show for `O=S(=O)(CCc1nc2ccccc2s1)c1ccc(Cl)cc1`?
HIV fusion peptide: 1.1%; KOR beta-arrestin-1: -6.5%; GPR55 activation: -0.1%; NOD1 NF-kB reporter: -13%; SV40 large T antigen: 3%; KOR beta-arrestin-2: 7%; NOD2 inhibition: 5%; GPR55 antagonists: 9%; Rac1 GTP hydrolysis: 1%

What do the screens show for `CCOC(=O)COc1ccc2c(c1)C(=O)CC(C)(C)O2`?
HIV fusion peptide: 1.3%; KOR beta-arrestin-1: -2.2%; GPR55 activation: 0.0%; NOD1 NF-kB reporter: 13%; SV40 large T antigen: -4%; KOR beta-arrestin-2: 29%; NOD2 inhibition: 5%; GPR55 antagonists: 8%; Rac1 GTP hydrolysis: 9%

Results for O=C1NCC(c2ccccc2)C1C(=O)N/N=C/c1ccc(Cl)s1 (stereo not drawn) ?
HIV fusion peptide: -0.9%; GPR55 activation: 0.0%; NOD1 NF-kB reporter: -20%; SV40 large T antigen: 24%; KOR beta-arrestin-2: -18%[20 µM]; NOD2 inhibition: 13%; GPR55 antagonists: 5%; Rac1 GTP hydrolysis: 3%

How did Cc1ccc(NC(=O)CCn2c(=O)c3cccn3c3ccccc32)c(C)c1 do in these assays?
HIV fusion peptide: 2.3%; KOR beta-arrestin-1: -1.2%; GPR55 activation: 0.2%; NOD1 NF-kB reporter: -52%; SV40 large T antigen: 10%; KOR beta-arrestin-2: -1%; NOD2 inhibition: 12%; GPR55 antagonists: 11%; Rac1 GTP hydrolysis: 11%

Results for COc1ccc(C(=O)C2CCCN(C(=O)Cc3c(C)noc3C)C2)cc1OC (stereo not drawn) ?
HIV fusion peptide: 1.2%; KOR beta-arrestin-1: 2.5%; GPR55 activation: -0.2%; NOD1 NF-kB reporter: -59%; SV40 large T antigen: 20%; KOR beta-arrestin-2: -35%; NOD2 inhibition: 2%; GPR55 antagonists: 4%; Rac1 GTP hydrolysis: 8%

How did Cc1c(Cl)cccc1NC(=O)Nc1c(C)n(C)n(-c2ccccc2)c1=O do in these assays?
HIV fusion peptide: 0.9%; KOR beta-arrestin-1: 3.7%; GPR55 activation: -0.1%; NOD1 NF-kB reporter: -22%; SV40 large T antigen: -2%; KOR beta-arrestin-2: -7%; NOD2 inhibition: 8%; GPR55 antagonists: 14%; Rac1 GTP hydrolysis: 7%

How did CCC(=O)Oc1ccc(C(=O)Nc2cccc(NC(=O)c3ccco3)c2)cc1 do in these assays?
HIV fusion peptide: -1.1%; KOR beta-arrestin-1: -2.0%; GPR55 activation: -0.2%; NOD1 NF-kB reporter: -23%; SV40 large T antigen: -2%; KOR beta-arrestin-2: 1%; NOD2 inhibition: 4%; GPR55 antagonists: -8%; Rac1 GTP hydrolysis: 2%

What do the screens show for `COc1ccc(-n2nc(C(=O)NCC(=O)NCCCN3CCOCC3)c3ccccc3c2=O)c(OC)c1`?
HIV fusion peptide: -0.6%; KOR beta-arrestin-1: -2.6%; GPR55 activation: 0.2%; NOD1 NF-kB reporter: -21%; SV40 large T antigen: 4%; KOR beta-arrestin-2: -11%; NOD2 inhibition: 8%; GPR55 antagonists: 1%; Rac1 GTP hydrolysis: 7%

How did CC(=O)Nc1ccc(NC(=O)C(C)c2cccc(C(=O)c3ccccc3)c2)cc1 (stereo not drawn) do in these assays?
HIV fusion peptide: 1.3%; KOR beta-arrestin-1: 3.2%; GPR55 activation: -0.3%; NOD1 NF-kB reporter: 2%; SV40 large T antigen: 9%; KOR beta-arrestin-2: 16%; NOD2 inhibition: 0%; GPR55 antagonists: 2%; Rac1 GTP hydrolysis: 8%

Results for COc1cc2c(cc1OC)C(c1ccc(Cl)cc1)=NCC2 ?
HIV fusion peptide: -0.2%; KOR beta-arrestin-1: -0.3%; GPR55 activation: -0.2%; NOD1 NF-kB reporter: -9%; SV40 large T antigen: 15%; KOR beta-arrestin-2: 21%; NOD2 inhibition: 9%; GPR55 antagonists: 3%; Rac1 GTP hydrolysis: 3%

Results for Cc1cc[n+](Cc2ccc([N+](=O)[O-])cc2)cc1 ?
HIV fusion peptide: 0.1%; KOR beta-arrestin-1: -0.4%; GPR55 activation: 0.2%; NOD1 NF-kB reporter: -28%; SV40 large T antigen: 5%; KOR beta-arrestin-2: 4%; NOD2 inhibition: -7%; GPR55 antagonists: 3%; Rac1 GTP hydrolysis: 6%

Results for Cc1cccc(C(=O)N[C@H](C(=O)Nc2ccc(S(=O)(=O)NC3=NCCCCC3)cc2)C(C)C)c1 ?
HIV fusion peptide: -2.6%; KOR beta-arrestin-1: 0.9%; GPR55 activation: 0.1%; NOD1 NF-kB reporter: 9%; SV40 large T antigen: 4%; KOR beta-arrestin-2: -9%; NOD2 inhibition: -2%; GPR55 antagonists: -2%; Rac1 GTP hydrolysis: -1%

How did Cc1cccc(OCC(=O)N2CCOCC2)c1 do in these assays?
HIV fusion peptide: 1.0%; KOR beta-arrestin-1: 3.9%; GPR55 activation: 0.4%; NOD1 NF-kB reporter: 8%; SV40 large T antigen: 3%; KOR beta-arrestin-2: 28%; NOD2 inhibition: 15%; GPR55 antagonists: 15%; Rac1 GTP hydrolysis: 9%

How did Clc1ccc(Cn2ncc3c(N4CCOCC4)ncnc32)cc1 do in these assays?
HIV fusion peptide: 1.8%; KOR beta-arrestin-1: 0.8%; GPR55 activation: -0.2%; NOD1 NF-kB reporter: -3%; SV40 large T antigen: 14%; KOR beta-arrestin-2: 5%; NOD2 inhibition: 3%; GPR55 antagonists: 26%; Rac1 GTP hydrolysis: 6%

What do the screens show for `COCCCNC(=S)NCCNc1nc2cc(C)c(C)cc2cc1C#N`?
HIV fusion peptide: 20%; KOR beta-arrestin-1: 1.0%; GPR55 activation: -0.3%; NOD1 NF-kB reporter: -27%; SV40 large T antigen: 3%; KOR beta-arrestin-2: -21%; NOD2 inhibition: -13%; GPR55 antagonists: -11%; Rac1 GTP hydrolysis: 8%

Results for COCc1c(C(=O)OCC(=O)c2c(N)n(CC(C)C)c(=O)n(C)c2=O)oc2ccccc12 ?
HIV fusion peptide: -0.9%; KOR beta-arrestin-1: -6.3%; GPR55 activation: 0.2%; NOD1 NF-kB reporter: 32%; SV40 large T antigen: 17%; KOR beta-arrestin-2: -15%; NOD2 inhibition: 18%; GPR55 antagonists: 14%; Rac1 GTP hydrolysis: 4%

Results for CC1(C)CN(c2ccc(CC#N)cc2)C1=O ?
HIV fusion peptide: -1.0%; KOR beta-arrestin-1: -5.0%; GPR55 activation: -0.1%; NOD1 NF-kB reporter: -41%; SV40 large T antigen: 22%; KOR beta-arrestin-2: 19%; NOD2 inhibition: -10%; GPR55 antagonists: 13%; Rac1 GTP hydrolysis: -2%

What do the screens show for `COc1cc2c(cc1OC)C1=NC(=O)CN1C(SCc1ccccc1)=N2`?
HIV fusion peptide: 4.4%; KOR beta-arrestin-1: 8.6%; GPR55 activation: 0.0%; NOD1 NF-kB reporter: -16%; SV40 large T antigen: 9%; KOR beta-arrestin-2: 26%; NOD2 inhibition: -2%; GPR55 antagonists: -5%; Rac1 GTP hydrolysis: 14%

What do the screens show for `O=C(CN1C(=O)/C(=C2\SC(=S)N(C3CCS(=O)(=O)C3)C2=O)c2ccccc21)Nc1ccc(F)cc1` (stereo not drawn)?
HIV fusion peptide: -1.6%; KOR beta-arrestin-1: -0.1%; GPR55 activation: 0.2%; NOD1 NF-kB reporter: 1%; SV40 large T antigen: 7%; KOR beta-arrestin-2: 4%; NOD2 inhibition: 18%; GPR55 antagonists: 2%

How did O=C(O)c1ccc(/C=C2\SC(=S)N(NC(=O)c3ccc(Br)cc3)C2=O)cc1 do in these assays?
HIV fusion peptide: 41%; KOR beta-arrestin-1: 2.1%; GPR55 activation: -0.1%; NOD1 NF-kB reporter: -19%; SV40 large T antigen: 14%; KOR beta-arrestin-2: -24%; NOD2 inhibition: 2%; GPR55 antagonists: 7%; Rac1 GTP hydrolysis: 0%

What do the screens show for `CCCCn1c(/N=C/c2cc(OC)ccc2O)nc2ccccc21`?
HIV fusion peptide: -2.3%; KOR beta-arrestin-1: -2.8%; GPR55 activation: 0.2%; NOD1 NF-kB reporter: -11%; SV40 large T antigen: 0%; KOR beta-arrestin-2: -4%; NOD2 inhibition: -8%; GPR55 antagonists: 11%; Rac1 GTP hydrolysis: 6%

Results for Cc1cccc(N2C(=O)CCC2=O)n1 ?
HIV fusion peptide: 1.6%; KOR beta-arrestin-1: 1.6%; GPR55 activation: 0.1%; NOD1 NF-kB reporter: -7%; SV40 large T antigen: 10%; KOR beta-arrestin-2: 37%; NOD2 inhibition: 10%; GPR55 antagonists: 2%; Rac1 GTP hydrolysis: 11%

Results for COc1ccccc1C/C(N)=N/OC(=O)c1cccs1 ?
HIV fusion peptide: 0.7%; KOR beta-arrestin-1: -1.7%; GPR55 activation: 0.5%; NOD1 NF-kB reporter: -22%; SV40 large T antigen: 8%; KOR beta-arrestin-2: -6%[20 µM]; NOD2 inhibition: 1%; GPR55 antagonists: 7%; Rac1 GTP hydrolysis: -9%

How did CCCSc1ccc(-c2nn(-c3ccccc3)cc2/C=C(/C#N)C(=O)NCCCOC)cc1 do in these assays?
HIV fusion peptide: 3.2%; KOR beta-arrestin-1: 22%; GPR55 activation: 0.3%; NOD1 NF-kB reporter: -42%; SV40 large T antigen: 4%; KOR beta-arrestin-2: -21%; NOD2 inhibition: 15%; GPR55 antagonists: -5%; Rac1 GTP hydrolysis: -6%

What do the screens show for `O=C(CN1CCN(Cc2ccc(F)cc2Cl)C1=O)NCCc1ccccc1`?
HIV fusion peptide: 1.0%; KOR beta-arrestin-1: -5.9%; GPR55 activation: -0.1%; NOD1 NF-kB reporter: -21%; SV40 large T antigen: -3%; KOR beta-arrestin-2: -14%; NOD2 inhibition: -20%; GPR55 antagonists: -9%; Rac1 GTP hydrolysis: 7%

Results for Cn1c(=O)n(C)c2cc([N+](=O)[O-])c(N3CCN(S(C)(=O)=O)CC3)cc21 ?
HIV fusion peptide: -1.0%; KOR beta-arrestin-1: 1.2%; GPR55 activation: -0.3%; NOD1 NF-kB reporter: -5%; SV40 large T antigen: 10%; KOR beta-arrestin-2: 17%; NOD2 inhibition: 20%; GPR55 antagonists: 5%; Rac1 GTP hydrolysis: -3%

What do the screens show for `C=CCn1c(SCn2nnc3ccccc3c2=O)nnc1C1CCCCC1`?
HIV fusion peptide: -1.1%; KOR beta-arrestin-1: 5.2%; GPR55 activation: -0.2%; NOD1 NF-kB reporter: -8%; SV40 large T antigen: 3%; KOR beta-arrestin-2: 20%; NOD2 inhibition: -1%; GPR55 antagonists: 8%; Rac1 GTP hydrolysis: 8%

What do the screens show for `Cc1ccc(Nc2nc3ccccc3nc2-n2nc(C)cc2C)cc1`?
HIV fusion peptide: 1.1%; KOR beta-arrestin-1: 0.3%; GPR55 activation: -0.3%; NOD1 NF-kB reporter: -1%; SV40 large T antigen: 9%; KOR beta-arrestin-2: -32%; NOD2 inhibition: 7%; GPR55 antagonists: 92%; Rac1 GTP hydrolysis: 12%

Screening results from PubChem BioAssay.
